Source: PubChem
BLM inh: Bloom syndrome helicase (human) inhibition; P54132; recombinant BLM DNA unwinding, fluorescence dequenching; Potency, µM (series often up to 56.1 µM), inactives show at the top dose activity change, negative = inhibition, hits mostly inhibitors; 350,000 compounds, 0.2% hits; AID 2528;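 further: plate controls were vehicle for no effect and no enzyme for full effect; nearly all actives have a fitted effect of over 35% in size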
Pin1 inh: blocks the human prolyl isomerase Pin1. Pin1 FP peptide displacement, HiFluor488, 10 min. 390,000 compounds, 0.009% hits. AID 504891. Potency, µM (doses to about 115 µM), for the others: at the highest dose activity, negative = inhibition, actives largely listed as inhibitors. Q13526; active means well fitted inhibition curve with a large enough effect in the polarisation, with a control signal flat, not every such curve was filed as active; inconclusive means small, poorly fitted or top-dose-only effect, or effect the other way, or a change in a side signal; inactive means no such curve, though single readings can be large or run the other way; the % refers to the polarisation; further: on the % scale 0 is the no-effect control and ±100 the full control effect
Target sequence (Q13526 whole entry, looked up): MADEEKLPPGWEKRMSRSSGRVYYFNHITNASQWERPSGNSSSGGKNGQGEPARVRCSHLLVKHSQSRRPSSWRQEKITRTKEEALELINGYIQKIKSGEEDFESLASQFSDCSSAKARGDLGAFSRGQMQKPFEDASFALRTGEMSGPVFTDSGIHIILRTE
GLS inh: blocks human kidney-isoform glutaminase activity | O94925 | GLS enzymatic activity, qHTS titration | Potency, µM (series often up to 45.5 µM), for the others: at the highest dose activity change, negative = inhibition, most hits filed as inhibitors | 410,000 compounds, 0.21% hits; further: on the % scale 0 is the no-effect control and ±100 the full control effect
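Enzyme dispensed in phosphate buffer (45 mM, pH 8.2, 0.02% Tween-20), compounds pinned in, then 1 mM L-glutamine solution and the glutamate oxidase–HRP–Amplex Red mix added; fluorescence read immediately and again after 30 min at room temperature.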
Pol iota inh: DNA polymerase iota (human) inhibition | Q9UNA4 | Pol iota fluorescent replication assay, 10 min | Potency, µM (top dose mostly 115 µM), for inactives: top-dose activity, negative = inhibition, most hits filed as inhibitors | 390,000 compounds, 1% hits
Target sequence (Q9UNA4 whole entry, looked up): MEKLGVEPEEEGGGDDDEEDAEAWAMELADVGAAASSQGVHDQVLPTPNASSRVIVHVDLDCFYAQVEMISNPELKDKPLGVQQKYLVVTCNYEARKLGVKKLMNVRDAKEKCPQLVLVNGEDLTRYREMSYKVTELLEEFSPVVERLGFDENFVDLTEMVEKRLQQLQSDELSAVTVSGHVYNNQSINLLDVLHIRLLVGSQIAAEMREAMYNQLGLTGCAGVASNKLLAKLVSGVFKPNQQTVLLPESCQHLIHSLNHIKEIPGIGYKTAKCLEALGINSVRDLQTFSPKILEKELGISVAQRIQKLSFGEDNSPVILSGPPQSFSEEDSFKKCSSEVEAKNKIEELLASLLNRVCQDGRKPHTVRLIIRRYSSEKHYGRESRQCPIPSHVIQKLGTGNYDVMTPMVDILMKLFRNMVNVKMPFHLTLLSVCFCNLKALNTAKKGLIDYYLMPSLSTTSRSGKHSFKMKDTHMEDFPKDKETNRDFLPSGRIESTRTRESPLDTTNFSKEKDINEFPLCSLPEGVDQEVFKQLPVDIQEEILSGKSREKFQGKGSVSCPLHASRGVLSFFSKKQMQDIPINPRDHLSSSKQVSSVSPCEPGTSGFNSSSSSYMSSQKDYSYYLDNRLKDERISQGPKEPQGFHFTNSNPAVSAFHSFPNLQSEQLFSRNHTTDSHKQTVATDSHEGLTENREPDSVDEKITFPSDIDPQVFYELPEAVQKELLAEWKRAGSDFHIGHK
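Fluorescent replication assay read twice, at 0 min and 10 min after adding 50 nM (final) substrate. Enzyme (10 nM) and compounds were first incubated 15 min at room temperature; enzyme-free buffer wells were negative controls.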
G9a block: inhibitors of human histone lysine methyltransferase G9a. Q96KQ7. G9a H3K9 monomethylation, AlphaScreen, 2 h. Potency, µM (titrated, usually from 102 µM), without a hit: top-dose activity, negative = inhibition, usual class: inhibitors. 350,000 compounds, 8.8% hits; further: on the % scale 0 is the no-effect control and ±100 the full control effect; nearly all actives have a fitted effect of over 75% in size
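G9a (20 nM) preincubated 15 min RT with compounds, then 500 nM biotinylated H3K9 peptide and 20 uM SAM added; 2 h RT reaction. Monomethyl-H3K9 product detected by AlphaScreen with anti-H3K9me1 antibody, streptavidin donor and anti-rabbit IgG acceptor beads.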
JMJD2A Tudor: blocks the human JMJD2A Tudor domain; 390,000 compounds, 4.4% hits; AID 504339; AlphaScreen JMJD2A-Tudor / H3K4me3 peptide binding; Potency, µM (top dose mostly 114 µM), for inactives: top-dose activity change, negative = inhibition, actives largely listed as inhibitors; further: on the % scale 0 is the no-effect control and ±100 the full control effect; nearly all actives have a fitted effect of over 50% in size
Tb PGK inh: blocks T. brucei phosphoglycerate kinase; P07378; PGK/GAPDH coupled, Kinase-Glo luminescence, 60 min; Potency, µM (top dose mostly 57.5 µM), for the others: top-dose activity change, negative = inhibition, most hits filed as inhibitors; 380,000 compounds, 0.043% hits; AID 602233; further: on the % scale 0 is the no-effect control and ±100 the full control effect; nearly all actives have a fitted effect of over 60% in size
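Recombinant glycosomal PGK reaction used 1,3-bisphosphoglycerate generated in-well by GAPDH (100nM final) in 100mM TEA pH 7.6, 5mM MgCl2, 0.01% Tween-20. After 60 minutes at room temperature, ATP was read by Kinase-Glo Plus luminescence end-point.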
BAZ2B block: BAZ2B (human) inhibition | Q9UIF8 | AlphaScreen BAZ2B-H3K14Ac peptide displacement | Potency, µM (titrated, usually from 114 µM), inactives show at the top dose activity change, negative = inhibition, most hits filed as inhibitors | 360,000 compounds, 4.4% hits | AID 504333; further: on the % scale 0 is the no-effect control and ±100 the full control effect; nearly all actives have a fitted effect of over 60% in size
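Compounds, titrated to a top concentration of 110 uM, were incubated 30 min at room temperature with preformed BAZ2B/acetyl-K14 H3 peptide complex (50 nM each). Proximity signal was measured by AlphaScreen after 20 min with beads.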
HP1b binding inh: inhibitors of HP1-beta chromodomain binding to methylated histone tails; P83916; AlphaScreen HP1-beta / biotin-H3K9me3 peptide binding; Potency, µM (highest dose often 114 µM), for inactives: top-dose activity change, negative = inhibition, actives largely listed as inhibitors; 390,000 compounds, 0.56% hits; further: nearly all actives have a fitted effect of over 70% in size; inactives centre near 23
Target sequence (P83916 whole entry, looked up): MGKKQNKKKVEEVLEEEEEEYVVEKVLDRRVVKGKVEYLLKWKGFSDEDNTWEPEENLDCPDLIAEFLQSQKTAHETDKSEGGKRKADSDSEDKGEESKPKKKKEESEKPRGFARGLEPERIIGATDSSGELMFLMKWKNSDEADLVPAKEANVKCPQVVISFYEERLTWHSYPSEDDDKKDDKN
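HP1-beta protein (50 nM final) preincubated 30 min at room temperature with biotinylated H3(1-18)K9me3 peptide (50 nM) in PBS pH 7.4, 0.01% Tween-20, then compound added for 30 min. AlphaScreen streptavidin donor/nickel chelate acceptor beads (10 ug/mL final), 30 min dark, luminescence read.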
Starred values were filed as active, the others as inactive; i = inactive; ? = inconclusive; . = no result given; & = joins results of further samples; [ ] = dose if it differs, or a comment. Unless noted, the call rests on the fitted dose curve; in most records, active means well fitted curve in the direction sought with a large enough effect; inconclusive means small, poorly fitted or top-dose-only effect, or another doubt; inactive means no such curve, though single readings can be large; an effect the other way counts as inactive or inconclusive. Potency means the concentration at half of the fitted maximal effect.

Value order: BLM inh	Pin1 inh	GLS inh	Pol iota inh	G9a block	JMJD2A Tudor	Tb PGK inh	BAZ2B block	HP1b binding inh
Cc1noc(NS(=O)(=O)c2ccc(NC(=O)c3oc4ccc(F)cc4c3C)cc2)c1C
  0%	-9%	10%	29%	-21%	?	-6%	-35%	5%
Cc1ccccc1C(=O)NCC(c1ccc(N(C)C)cc1)N1CCCC1 (stereo unspecified)
  3%	-4%	23%	22%	-35%[59 µM]	?	-6%	?	-19%
CC(C)c1ccc(NC(=O)NC2CC3CCC(C2)N3Cc2cccs2)cc1 (stereo unspecified)
  -3%	2%	12%	-5%	-36%	-10%	-5%	-13%	31%
CCC1CCCCN1CCCNC(=O)CSc1nc2nc(C)c(Cc3ccccc3)c(C)n2n1 (stereo unspecified)
  -7%	0%	4%	76%[activator]	79%[activator]	-13%	7%	4%	6%
O=C(CCc1c[nH]c2ccccc12)NCCc1ccc2c(c1)OCCO2
  -5%	1%	-3%	-1%	11%	-34%	-11%	?	20%
Cn1nc(C(=O)NCCc2ccc(S(N)(=O)=O)cc2)c2c1-c1ccccc1S(=O)(=O)C2
  -3%	1%	1%	3%	23%[59 µM]	-1%	6%	-2%	25%
COc1ccc2ccccc2c1CNC(C)c1ccccc1 (stereo unspecified)
  -9%	-3%	4%	13%	20%[0.501 µM]	79µM*	5%	?	-5%
Cc1ccc(NCC(=O)N/N=C/c2cccn2C)cc1
  -3%	-11%	-8%	43%[activator]	.	?	-4%	40µM*	-26%
COc1ccc(N(C(=O)C(C)C)S(=O)(=O)c2cccs2)cc1
  -4%	-4%	-4%	-5%[58.9 µM]	18%	-23%	-10%	0%	15%
CN1CCN(c2ccc(NC(=O)COc3ccccc3Cl)cc2)CC1
  3%	-5%	26%	11%	?	-31%	i	-3%	-20%
COc1ccc(S(=O)(=O)Nc2cccc3c2O[C@@H](CN(C)CC2CC2)[C@@H](C)CN([C@@H](C)CO)C3=O)cc1
  .	-14%	31%	-11%	.	-26%	2%	.	7%
O=C1CC(N2CCN(Cc3ccccc3)CC2)C(=O)N1 (stereo unspecified)
  -2%	2%	-2%	-14%	.	-16%	.	-3%	26%
CC(Sc1nnc(-c2ccncc2)n1C)C(=O)Nc1nccs1 (stereo unspecified)
  -3%	-5%	-3%	1%	12%	-8%	-5%	12%	14%
COCC(=O)Nc1nc(-c2ccccc2)c(C)s1
  0%	2%	-3%	-8%	45µM*	-11%	-10%	9%	-4%
CCN(CC)C(=O)C1CCCN(c2ncnc3c2nc2n3CCCCC2)C1 (stereo unspecified)
  0%	2%	-4%	5%	4%[59 µM]	-4%	-7%	3%	44%[activator]
C=CC1=C(C(=O)O)N2C(=O)[C@@H](NC(=O)/C(=N\OCC(=O)O)c3csc(N)n3)[C@H]2SC1
  .	?	13µM*	50µM*	.	20µM*	?	.	?
O=C1c2ccccc2C(Nc2ccccc2)N1c1ccc(Cl)cn1 (stereo unspecified)
  1%	?	11%	19%	?	-5%	10%	-33%	44%[activator]
CN(C(=O)C1CCOC1)c1nnc(-c2ccncc2)s1 (stereo unspecified)
  -5%	-1%	-8%	3%	17%[59 µM]	-1%	-1%	9%	49%[activator]
CCNC(=O)N1C(CC(=O)OCC)C(=O)NC2CCCCC21 (stereo unspecified)
  -8%	1%	4%	4%	3%[12.7 µM]	-14%	-4%	10%	24%
Cc1ccc(C)c(NC(=O)CSc2nncn3c2cc2sccc23)c1
  -5%	64%[activator]	-9%	6%	-30%[59 µM]	-14%	4%	-34%	35%

Overlap with the part before: 4 entries, then new ones.
Letters: A = BLM inh; B = Pin1 inh; C = GLS inh; D = Pol iota inh; E = G9a block; F = JMJD2A Tudor; G = Tb PGK inh; H = BAZ2B block; I = HP1b binding inh
Molecule: O=C1c2ccccc2C(Nc2ccccc2)N1c1ccc(Cl)cn1 (stereo unspecified)
  A = 1% | B = ? | C = 11% | D = 19% | E = ? | F = -5% | G = 10% | H = -33% | I = 44%[activator]

Molecule: CN(C(=O)C1CCOC1)c1nnc(-c2ccncc2)s1 (stereo unspecified)
  A = -5% | B = -1% | C = -8% | D = 3% | E = 17%[59 µM] | F = -1% | G = -1% | H = 9% | I = 49%[activator]

Molecule: CCNC(=O)N1C(CC(=O)OCC)C(=O)NC2CCCCC21 (stereo unspecified)
  A = -8% | B = 1% | C = 4% | D = 4% | E = 3%[12.7 µM] | F = -14% | G = -4% | H = 10% | I = 24%

Molecule: Cc1ccc(C)c(NC(=O)CSc2nncn3c2cc2sccc23)c1
  A = -5% | B = 64%[activator] | C = -9% | D = 6% | E = -30%[59 µM] | F = -14% | G = 4% | H = -34% | I = 35%

Molecule: Cc1cc(CNC(=O)C(C)n2cc([N+](=O)[O-])cn2)c2ccccc2n1 (stereo unspecified)
  A = 3% | B = -1% | C = 5% | D = 126%[activator] | E = ? | F = 4% | G = -7% | H = 1% | I = 33%

Molecule: CCn1c(/C=C/Nc2ccccc2)[n+](CC)c2ccc(C(=O)OCC(F)(F)F)cc21
  A = -2% | B = 2% | C = 0% | D = 121%[activator] | E = ? | F = -6% | G = 6% | H = -5% | I = 16%

Molecule: COc1cccc(/C=N/Nc2ncnc3c2ncn3Cc2ccccc2)c1O
  A = -11% | B = -1% | C = 12% | D = -14% | E = 14%[59 µM] | F = -19% | G = -8% | H = -21% | I = 21%

Molecule: Nc1ccc(NC(=O)c2cccc(C(=O)Nc3ccc(N)cc3Cl)c2)c(Cl)c1
  A = -2%&-2% | B = -1%&-2% | C = -6%&-2% | D = 62%&1%[activator] | E = 13%[2.33 µM] | F = -1%&-7% | G = -5%&-1% | H = 5%&1% | I = 30%&14%

Molecule: CC(=O)Oc1cccc(N2C(=O)C3C(C2=O)C2C=CC3C23CC3)c1 (stereo unspecified)
  A = -1% | B = -1% | C = -9% | D = 1% | E = 45µM* | F = -11% | G = -6% | H = 1% | I = 26%

Molecule: O=C(NCc1ccco1)c1ccc(Br)c(S(=O)(=O)N2CCCCC2)c1
  A = -1% | B = -13% | C = 3% | D = 10% | E = -10%[59 µM] | F = ? | G = -4% | H = . | I = -5%

Molecule: Cc1ccc(-n2c(CNc3ccc(C)c(Cl)c3)n[nH]c2=S)cc1
  A = -7% | B = 3% | C = 11% | D = -9% | E = 50µM* | F = ? | G = . | H = ? | I = 11%

Molecule: O=C(Cn1c(=O)n(Cc2ccc(F)cc2)c(=O)c2sc3ccccc3c21)Nc1ccc(F)cc1F
  A = -6% | B = -5% | C = -2% | D = 41%[activator] | E = 0%[59 µM] | F = -9% | G = -10% | H = 3% | I = 31%

Molecule: NC(=O)c1cc2cc(Cl)ccc2oc1=O
  A = -1% | B = -10% | C = -4% | D = 14% | E = 2%[12.7 µM] | F = -7%[57.1 µM] | G = -8% | H = -6% | I = 71%[activator]

Molecule: CCc1cccc2c(C(=O)CSc3nncn3-c3ccccc3OC)c[nH]c12
  A = 1% | B = -3% | C = 6% | D = 9% | E = -28% | F = -19% | G = -2% | H = -2% | I = 20%

Molecule: O=C(COc1ccc(Cl)cc1)Nc1ccc2c(c1)C(=O)NC2=O
  A = 1% | B = -6% | C = -2% | D = -8% | E = ? | F = -4% | G = i | H = -4% | I = 43%[activator]

Molecule: CCCSc1ncc(Cl)c(C(=O)Nc2ccc(S(=O)(=O)N3CCCC(C)C3)cc2)n1 (stereo unspecified)
  A = -7% | B = 30%[activator] | C = 1% | D = 14% | E = -27%[59 µM] | F = -4% | G = . | H = -19% | I = 18%

Molecule: Cc1[nH]n(-c2ccccc2)c(=O)c1/C=C1/C=c2ccccc2=N1
  A = -5% | B = 6% | C = 5% | D = 115%[activator] | E = ? | F = ? | G = 10% | H = -32% | I = -16%

Molecule: COc1ccc(NC(=O)Cc2c(Cl)cccc2Cl)cn1
  A = -6% | B = 0% | C = 0% | D = 121%[activator] | E = 7% | F = 7% | G = -4% | H = -8% | I = 20%

Molecule: COc1ccc(C2NC(=O)NC(C)=C2C(=O)OCc2ccc3c(c2)OCO3)cc1OC (stereo unspecified)
  A = 2% | B = -2% | C = 2% | D = 14% | E = 10%[59 µM] | F = -13% | G = -5% | H = -9% | I = 3%

(listing goes on)
Letters: A = BLM inh; B = Pin1 inh; C = GLS inh; D = Pol iota inh; E = G9a block; F = JMJD2A Tudor; G = Tb PGK inh; H = BAZ2B block; I = HP1b binding inh
Molecule: N#Cc1cccc(NC(=O)C2CCN(c3ncccn3)CC2)c1
  A = 1% | B = -3% | C = 3% | D = 20% | E = 8%[59 µM] | F = -21% | G = -10% | H = -11% | I = 14%

Molecule: Cn1c(C(=O)N/N=C/c2ccccc2)cc2ccccc21
  A = -5% | B = -7% | C = 0% | D = 15% | E = 9% | F = 0% | G = -9% | H = 3% | I = 42%[activator]

Molecule: O=C(/C=C/c1cccc([N+](=O)[O-])c1)NCc1ccco1
  A = -1% | B = 0% | C = 1% | D = -11% | E = 4%[59 µM] | F = -17% | G = -9% | H = -22% | I = 4%

Molecule: C=CCSC1=C(C#N)C(c2ccccc2OC)CC(=O)N1 (stereo unspecified)
  A = -13% | B = 5% | C = 11% | D = -3% | E = ? | F = -7% | G = -2% | H = 13% | I = 26%

Molecule: CCCCNC(=O)C(CC)Sc1nc2ccccc2c(=O)n1CCc1ccc(OC)c(OC)c1 (stereo unspecified)
  A = 0% | B = -1% | C = -11% | D = 6% | E = 15%[59 µM] | F = -8% | G = 6% | H = -4% | I = 33%

Molecule: O=C(CN1CCN(c2ccccn2)CC1)NC1CCCCC1
  A = -2% | B = 0% | C = 0% | D = 10% | E = 8%[59 µM] | F = -17% | G = -6% | H = 7% | I = 29%

Molecule: CCOc1ccc(S(=O)(=O)NC2CC2)cc1C(N)=O
  A = 7% | B = 1% | C = 2% | D = 107%[activator] | E = -44% | F = -9%[11.4 µM] | G = 0% | H = ? | I = 31%

These rows are one share of the data. The share of hits here may be higher or lower than overall.
